# FEN1 inhibitor = qHTS Assay for the Inhibitors of Human Flap endonuclease 1 (FEN1); P39748; Recombinant FEN1 flap cleavage, fluorescence, 15 min; Potency, µM (titrated, usually from 114 µM), inactives show top-dose activity change, negative = inhibition, hits mostly inhibitors; 390,000 tested, 0.35% active; note: nearly all actives have a fitted effect of over 65% in size
# Target sequence (P39748 whole entry, looked up): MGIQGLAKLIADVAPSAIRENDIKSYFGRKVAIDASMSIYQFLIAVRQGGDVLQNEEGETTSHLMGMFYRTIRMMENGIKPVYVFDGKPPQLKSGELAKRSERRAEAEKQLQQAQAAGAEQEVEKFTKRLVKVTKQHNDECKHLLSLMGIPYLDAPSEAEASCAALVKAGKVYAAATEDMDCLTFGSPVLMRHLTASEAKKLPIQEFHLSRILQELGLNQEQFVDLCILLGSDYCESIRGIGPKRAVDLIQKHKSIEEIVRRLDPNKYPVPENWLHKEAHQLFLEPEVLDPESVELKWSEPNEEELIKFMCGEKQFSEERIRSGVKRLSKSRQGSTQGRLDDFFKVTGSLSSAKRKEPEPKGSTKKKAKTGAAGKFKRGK
#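 FEN1 at 10 nM preincubated with compounds 15 min at room temperature, then flap DNA substrate added at 50 nM final. Signal read at 0 and 15 min; concentration-response fitted with four-parameter Hill equation.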
# N370S GC = qHTS Assay for Inhibitors and Activators of N370S glucocerebrosidase as a Potential Chaperone Treatment of Gaucher Disease; AID 2101, 2009; Lysosomal acid glucosylceramidase (Homo sapiens), P04062; N370S GC spleen homogenate, 4MU-glucoside fluorescence; Potency, µM (highest dose often 59.4 µM), for inactives: top-dose activity change, negative = inhibition, most hits filed as inhibitors; 330,000 tested, 0.092% active;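 note: 0% = full enzyme activity and -100% = no enzyme basal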
# TDP1 inh = qHTS Assay for Inhibitors of Tyrosyl-DNA Phosphodiesterase (TDP1); Tyrosyl-DNA phosphodiesterase 1 (Homo sapiens), Q9NUW8; recombinant TDP1, AlphaScreen DNA substrate cleavage; Potency, µM (series often up to 130 µM), for inactives: top-dose activity change, negative = inhibition, most hits filed as inhibitors; 350,000 tested, 0.28% active; note: nearly all actives have a fitted effect of over 40% in size
#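 Compounds were preincubated with Tdp1 (1 nM final) for 15 min at room temperature before substrate (15 nM final) started a 5 min reaction; beads (10 ug/ml final) were then added for 10 min before AlphaScreen detection.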
# Active calls of the source: *; ? = inconclusive; . = no result given; [ ] = dose if it differs, or a comment. Calls come from the whole dose curve; as a rule, active = well fitted curve in the direction sought with a large enough effect; inconclusive = small, poorly fitted or top-dose-only effect, or another doubt; inactive = no such curve, though single readings can be large; an effect the other way counts as inactive or inconclusive. Unless noted, % is set by controls: 0 for no effect and ±100 for the full control effect; potency is the fitted concentration of half-maximal effect.
cpd	compound	FEN1 inhibitor	N370S GC	TDP1 inh
1	CCn1cc(C(=O)OCC(=O)Nc2ccc(S(=O)(=O)N3CCCC3)cc2)c(=O)c2ccc(C)nc21	13%	3%	6%
2	Cc1ccccc1CNC(=O)c1ccc(NC(=O)c2nsc3ccccc23)cc1	7%	.	0%
3	COc1ccc(Cl)cc1NC(=O)CCS(=O)(=O)c1nc(-c2cccs2)cc(C(F)(F)F)n1	-8%	.	6%
4	CC(C)Nc1nnc(SC(C)C(=O)NCc2ccc3c(c2)OCO3)s1 (stereo not drawn)	6%	-16%	0%
5	O=C(CSc1nnc(SCc2ccccc2)s1)N/N=C/C=C\c1ccco1	?	-4%	?
6	CCCNC(=O)C12CCC(C)(C(=O)C1Br)C2(C)C (stereo not drawn)	6%	-20%	0%
7	COc1ccc(-c2nc(CSCC(=O)N3CCN(c4ccccc4F)CC3)c(C)o2)cc1	-29%	.	2%
8	C[C@H](CO)N1C[C@H](C)[C@@H](CN(C)S(=O)(=O)c2ccccc2)Oc2ccc(NC(=O)Nc3ccc(C(F)(F)F)cc3)cc2C1=O	0%	.	0%
9	COc1ccc(CC2(CO)CCN(Cc3cccc(OC)c3OC)CC2)cc1	2%	4%	6%
10	CCc1cc(=O)oc2cc(OCC(=O)N3CCC[C@H]3C(=O)O)ccc12	17%	4%	.
11	Cc1cccc(OCC(=O)O/N=C(\N)c2ccc(Cl)cc2)c1	4%	15%	-3%
12	Cc1ccccc1OCC(=O)Nc1sc(C(=O)Nc2cccc(C)c2C)c(C)c1C#N	0%	6%	1%
13	Oc1ccc(/C=N/Nc2cc(N3CCCC3)nc(N3CCCC3)n2)cc1O	1%	-12%	6%
14	O=C(c1ccc(N2CCCC2=O)cc1)N1CCN(c2cccc(C(F)(F)F)c2)CC1	-1%	-7%	9%
15	CN(C)c1nc(NCc2ccccc2)nc(N/N=C/c2ccc(Br)cc2)n1	-1%	-16%	-3%
16	O=C(CSc1nc2ncc(Cl)cc2[nH]1)c1ccc2c(c1)OCO2	-4%	0%	3%
17	CC(C)Cn1c(NCCO)nc2ccccc21	1%	3%	6%
18	CCOC(=O)N1CCN(CCC(=O)c2ccc(Cl)cc2)CC1	-15%	-5%	2%
19	C#CCOCCOCCOCCNc1nc(N2CCN(C(=O)C([C@@H](C)CC)n3cc(C(N)Cc4ccc(O)cc4)nn3)CC2)nc(N2CCN(C(=O)[C@H](CCC(=O)O)n3cc(C(N)[C@H](C)CC)nn3)CC2)n1 (stereo partly drawn)	1%	-6%	6%
20	CCc1ccc(NC(=O)Cn2nc(C(F)(F)F)c3c2CCC3)cc1	1%	10%	4%
21	CC1(C)CC(=O)C([N+](=O)[O-])=C(NCCCC(=O)O)C1	-2%	6%	0%
22	O=C(NCc1ccccc1)c1cc(-c2ccco2)on1	-3%	-19%	5%
23	CC(C)Cc1nc2oc3c(NCCCN4CCOCC4)ncnc3c2c2c1CCC2	-14%	5%	1%
24	O=C(CSc1nnc(CNC(=O)c2ccccc2)o1)Nc1ccc2c(c1)OCO2	-6%	-2%	3%
25	O=C(Nc1ccc(C(=O)N2CCN(c3ccc(Cl)cc3)CC2)cc1)C1=CSCCO1	6%	2%	6%
26	O=C(O)Cc1ccc(NC(=O)c2ccc3c(c2)C(=O)N(CC2CCCO2)C3=O)cc1 (stereo not drawn)	6%	-2%	3%
27	CCCCSc1nnc(CNC(=O)C23CC4CC(CC(C4)C2)C3)n1Cc1ccccc1	-2%	18%	1%
28	O=c1oc2cc(Br)ccc2n1Cc1ccccc1	-9%	-11%	-6%
29	O=C(CSc1nc2ccccc2c(=O)n1NC(=O)c1ccccc1)c1ccccc1	-23%	6%	3%
30	Clc1cc(Br)ccc1OCCn1ccnc1	-13%	-8%	0%

# Compound profiles (already shown). Values in the order: FEN1 inhibitor | N370S GC | TDP1 inh
# O=C(Nc1ccc(C(=O)N2CCN(c3ccc(Cl)cc3)CC2)cc1)C1=CSCCO1 as listed: 6% | 2% | 6%
# O=C(CSc1nc2ncc(Cl)cc2[nH]1)c1ccc2c(c1)OCO2 as listed: -4% | 0% | 3%
# CCCCSc1nnc(CNC(=O)C23CC4CC(CC(C4)C2)C3)n1Cc1ccccc1 as listed: -2% | 18% | 1%
# CCOC(=O)N1CCN(CCC(=O)c2ccc(Cl)cc2)CC1 as listed: -15% | -5% | 2%
# O=C(CSc1nnc(CNC(=O)c2ccccc2)o1)Nc1ccc2c(c1)OCO2 as listed: -6% | -2% | 3%

# The listing continues:
cpd	compound	FEN1 inhibitor	N370S GC	TDP1 inh
31	COc1ccccc1N1CCN(C(=O)CSc2nc(N)cc(=O)[nH]2)CC1	4%	-3%	5%
32	CCC(C)NC(=O)CSc1nnc(-c2ccc(Cl)cc2)n1N (stereo not drawn)	-12%	-6%	-1%
33	COc1ccc(CNC(=O)C[C@H]2C(=O)N(C3CCCCC3)C[C@@H]2Cc2ccccc2)cc1	14%	-4%	.
34	Cn1c(-c2ccc(F)cc2)cnc1SCC(=O)Nc1ccccc1	22%	10%	4%
35	Cc1sc2nc(CSCC(=O)N3CC(C)OC(C)C3)[nH]c(=O)c2c1C (stereo not drawn)	7%	2%	3%
36	CCN(C(=O)c1cn(CC)c(=O)c2cc(OC)c(OC)cc12)c1ccc(C)c(C)c1	-6%	.	9%
37	CC(=O)c1cccc(NC(=O)CCc2c(C)nc3nc(CN)nn3c2C)c1	-17%	.	3%
38	CCOC(=O)C(C)NC(=O)Cn1ncc2c(=O)oc3ccc(C)cc3c21 (stereo not drawn)	-3%	-6%	-4%
39	CC(=O)Nc1ccc(N2C(=O)CSC2c2ccc([N+](=O)[O-])cc2)cc1 (stereo not drawn)	3%	-15%	.
40	COc1cc(CNC(=O)c2ccc3nc(Cc4ccccc4)oc3c2)cc(OC)c1OC	8%	.	5%
41	CN(C)S(=O)(=O)c1cccc(-c2csc(N/N=C/c3ccco3)n2)c1	-5%	-8%	10%
42	CCOC(=O)C1=C(COC(=O)c2ccccc2OC(F)F)NC(=O)NC1C (stereo not drawn)	-2%	0%	.
43	O=C(c1ccc(Br)cc1)N1CCN(S(=O)(=O)c2ccccc2)CC1	19%	0%	5%
44	Oc1ccc2c(c1)oc1cc(O)ccc12	-23%	-5%	1%
45	CC(C)Cn1c(N)c(C(=O)CSc2ccc3c(c2)OCCO3)c(=O)n(C)c1=O	-19%	7%	4%

# Part of the list above with just FEN1 inhibitor:
cpd | mol | FEN1 inhibitor
41 | CN(C)S(=O)(=O)c1cccc(-c2csc(N/N=C/c3ccco3)n2)c1 | -5%
42 | CCOC(=O)C1=C(COC(=O)c2ccccc2OC(F)F)NC(=O)NC1C (stereo not drawn) | -2%
43 | O=C(c1ccc(Br)cc1)N1CCN(S(=O)(=O)c2ccccc2)CC1 | 19%

# (further entries)
cpd	compound	FEN1 inhibitor	N370S GC	TDP1 inh
46	Cc1cccc(C)c1NC(=O)CSCC(=O)O	-4%	12%[2.35 µM]	-2%
47	C=CCNC(=O)c1ccc(N(CC=C)S(C)(=O)=O)cc1	-7%	-12%	-2%
48	Cc1ccc(S(=O)(=O)N2CCCc3cc(NC(=O)c4ccc(Cl)cc4)ccc32)cc1	5%	.	-1%
49	COc1ccc(CCNC(=O)C(=O)NCC2OCCN2S(=O)(=O)c2ccc(Br)cc2)cc1 (stereo not drawn)	2%	-18%	8%
50	CCOc1ccc(N2Cc3ccccc3C2)cc1	-3%	-1%	8%
51	CCOC(=O)c1cnc2c(cnn2C)c1NCCCN(C)C	-11%	3%	4%
52	COc1cccc(N2CCN(C(=O)c3ccc(C)c(NC(=O)c4nsc5ccccc45)c3)CC2)c1	7%	.	8%
53	CN1CCN(C(=S)NCCc2ccccc2)CC1	-1%	-5%	-3%
54	COc1cccc(CNC(=S)NC2CC2)c1	-1%	-9%	-5%
55	CCOc1ccc(S(=O)(=O)N2CCCCC2)cc1NC(=O)C1CSC2(C)CCC(=O)N12 (stereo not drawn)	1%	3%	0%[0.505 µM]
56	Clc1cccc(-c2nnc3n2CCCCC3)c1	9%	-4%	0%
57	CCC(C)NC(=O)CSc1ccc(Cl)cc1 (stereo not drawn)	-3%	1%	1%[56.1 µM]
58	CCCC(C)C(=O)Nc1nnc(C)s1 (stereo not drawn)	0%	-12%	8%
59	COCCN(Cc1ccco1)C(=O)Cn1ncc2c(=O)oc3ccccc3c21	11%	14%	5%
60	Cc1ccc(C(=O)CSc2nc3cccnc3n2C)cc1	-1%	2%	6%
61	O=C(CSc1nc2ccccc2c(=O)n1CC1CCCO1)NCC1CCCO1 (stereo not drawn)	-4%	10%	1%
62	Cc1ccc(C)c(S(=O)(=O)N2CCCOC2CNC(=O)C(=O)NCCc2ccco2)c1 (stereo not drawn)	-6%	-3%	3%
63	CCOc1ccc(OCC(=O)Nc2c3c(nn2C(C)(C)C)CS(=O)(=O)C3)cc1	6%	3%	2%
64	O=C(NCCc1nc2ccccc2[nH]1)Nc1ccccc1	-14%	-4%	3%
65	CCCc1cc(C(=O)N(C2CCCCC2)C2CCCCC2)no1	14%	7%	2%
66	Cn1c(SCC(=O)N/N=C/C=C\c2ccccc2[N+](=O)[O-])nc2ccccc21	0%	4%	1%
67	OCc1n[nH]c(CO)n1	6%	0%	4%
68	COc1ccccc1CNC(=O)C(CCSC)NC(=O)C1CCC(C)CC1 (stereo not drawn)	-3%	5%	-4%
69	COCCOC(=O)c1ccccc1C(=O)OCCOC	.	7%	3%
70	COc1cc(C(=O)NC(=S)NNC(=O)c2ccc3c(c2)OCO3)cc(OC)c1OC	-3%	-3%	9%
71	CC(C)CCNC(=O)c1c[nH]c2ccc(S(=O)(=O)Nc3cccc(C(F)(F)F)c3)cc2c1=O	-23%	.	-9%
72	CCc1ccc(NC(=O)CC2C(=O)N(c3ccc(OC)cc3)C(=O)N2Cc2ccc(OC)cc2)cc1 (stereo not drawn)	-1%	.	-3%
73	Cc1ccc(NC(=O)C2CCN(S(=O)(=O)c3c(C)n[nH]c3C)CC2)nc1	4%	0%	2%
74	S=c1[nH]c(-c2cccs2)cn1-c1ccccc1	-16%	-1%	11%
75	CC(C)(C)OC(=O)C[C@H]1C/C=C\C[C@@H](CC(=O)N(CCO)Cc2ccccc2)C(=O)N2CCC[C@H]2COC1=O	1%	.	3%
76	O=c1c2c3c(sc2n(Cc2ccccc2F)c(=O)n1-c1ccc(Cl)cc1)CCCC3	2%	.	5%
77	C#CCOCCOCCOCCNc1nc(N2CCN(C(=O)[C@H](Cc3ccc(O)cc3)n3cc([C@@H](N)C(C)CC)nn3)CC2)nc(N2CCN(C(=O)[C@H](Cc3cc4ccccc4[nH]3)n3cc([C@@H](N)C(C)CC)nn3)CC2)n1 (stereo partly drawn)	-7%	-13%	8%
78	CCCCC1(Br)C(=O)N(c2ccccc2)N(c2ccccc2)C1=O	-1%	.	3%
79	CCOC(=O)c1[nH]c2ccc(C)cc2c1N=C(C)N(C)C	-2%	2%	3%

# Bioassay records: PubChem BioAssay, National Center for Advancing Translational Sciences (NCATS)

# Rows were taken by chance; 0.57% or so of the library scored in one or more.
